# Screening data from PubChem.
# IAP activation: mouse intestinal phosphatase enzyme activation – biochemical, luminescence, single concentration, confirmation (AID 434970); purified mouse IAP, CDP-Star luminescence, 30 min; hits give low values; activity change, negative = activation, % at 10 µM; 2.9% of 11,000 active; in the data active means activity change below about -85%;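 further: percent relative to enzyme plus DMSO wells and wells without enzyme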
# IAP activation Fold change: second read-out of IAP activation, no call of its own (marks repeat the call); activation factor; measured here: IAP activation factor; hits give high values;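 fold luminescence change scaled to plate control wells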
# * hit, by the source's call. The list is partial; rates above refer to the full screens.
No.	Compound	IAP activation Fold change	IAP activation
1	Cn1c(=O)c2c(ncn2CC(=O)OCC(=O)Nc2ccc(Cl)cc2)n(C)c1=O	0.96	4.0
2	CCN1CCN(c2ncc(C(=O)N3CCCc4ccccc43)c3ccccc23)CC1	1.04	-3.7
3	Oc1ccccc1C1=NOC(O)(C(F)F)C1 (stereo not given)	0.928	7.2
4	COC(=O)CCCC[C@@H]1SC[C@@H](NC(=O)OC)[C@@H]1NC(=O)OC	1.05	-5.3
5	CCc1nnc(NC(=O)CSc2ncc(-c3ccccc3)n2CC)s1	0.98	2.0
6	CCOC(=O)c1c(N)sc(C(C)=O)c1C	0.797	20.2
7	CC1Cc2ccccc2N1C(=O)CCS(=O)(=O)c1cccc2nonc12 (stereo not given)	0.897	10.3
8	CC[C@]12c3[nH]c4ccc(Cl)cc4c3CCN1C(=O)[C@@H](CC(=O)NCCCOC)C[C@@H]2C(=O)N1CCN(C(=O)c2ccco2)CC1	0.995	0.5
9	COc1ccc(N2C(=O)C3C4c5ccccc5C(C=Nc5ccc(C)cc5C)(c5ccccc54)C3C2=O)cc1 (stereo not given)	1.14	-13.7
10	CCOC(=O)c1c(-c2ccccc2)oc2ccc(O)c(CN(C)C)c12	0.909	9.2
11	CCCCCCOc1ccc(-c2ccc(C#N)cn2)cc1	0.87	13.0
12	c1coc(Cn2c(SCc3nc4ccccc4[nH]3)nnc2-c2cnccn2)c1	0.796	20.4
13	Cc1oc(-c2ccccc2Cl)nc1Cn1cccc1C1=NC(c2ccccc2)CO1 (stereo not given)	0.907	9.3
14	CCSc1nc2nc(C)cc(C)n2n1	1.02	-2.4
15	CNC(=O)/C(C#N)=c1\s/c(=C/C(=O)OC)c(=O)n1-c1ccccc1	0.958	4.2

# Pulled by compound from above:
No.	Compound	IAP activation Fold change	IAP activation
1	Cn1c(=O)c2c(ncn2CC(=O)OCC(=O)Nc2ccc(Cl)cc2)n(C)c1=O	0.96	4.0
5	CCc1nnc(NC(=O)CSc2ncc(-c3ccccc3)n2CC)s1	0.98	2.0
3	Oc1ccccc1C1=NOC(O)(C(F)F)C1 (stereo not given)	0.928	7.2
6	CCOC(=O)c1c(N)sc(C(C)=O)c1C	0.797	20.2

# (cont.)
No.	Compound	IAP activation Fold change	IAP activation
16	CCOC(=O)c1c(-c2ccccc2)csc1NC(=O)COc1ccc2c(C)cc(=O)oc2c1	0.967	3.3
17	CCN1C[C@@H]2[C@@H]3C(=O)N(Cc4ccccc4)C(=O)[C@@H]3[C@](CC)(C(=O)OC)N2C1=NC1CCCCC1	1.02	-2.4
18	Cc1cc(C(=O)COC(=O)c2csc3c2CCCC3)c(C)n1C	0.908	9.2
19	COc1ccccc1Cc1nc(-c2ccc(C)cc2)no1	0.935	6.4
20	Cc1ccc(C(C)C)cc1C(=O)CC1(O)C(=O)N(C)c2ccccc21 (stereo not given)	1.1	-10.1
21	COc1ccc(CCNC(=O)CSc2cn(Cc3cccc(C)c3)c3ccccc23)cc1OC	1.23	-23.3
22	O=c1cc(-c2ccccc2)[nH]c2ccccc12	1.12	-11.8
23	Cc1cc(N)n2ncc(-c3ccc(Cl)cc3)c2n1	1.08	-8.2
24	Cc1ccc(C(C)C)c2oc(=O)cc(-c3ccc(-c4ccc(C(F)(F)F)cc4)cc3)c12	1.01	-0.8
25	COc1ccc(OC)c(S(=O)(=O)Nc2ccccc2C(=O)O)c1	0.978	2.1
26	CC[C@]12c3[nH]c4cc(CCC(=O)N(C)C)ccc4c3CCN1C(=O)[C@@H](CC(=O)NCc1ccc(OC)c(OC)c1)C[C@@H]2C(=O)N1CCN(C(=O)C2CC2)CC1	0.99	1.1
27	CC(=O)N(c1ccccc1)c1nc(C)cc(C)c1C#N	0.941	5.9
28	O=C(N/C(=C/c1cccs1)c1nc2ccccc2[nH]1)c1ccccc1	1.03	-2.7
29	N#Cc1c(/N=C/c2cc3ccccc3s2)sc2c1CCC2	0.867	13.3
30	Cc1ccc(C(=O)COC(=O)c2cccs2)cc1	1.15	-14.5
31	O=C(CSCc1cccc(Br)c1)N/N=C/c1ccc2c(c1)OCO2	0.825	17.6
32	N#Cc1ccccc1S(=O)(=O)N1CCNS(=O)(=O)c2ccccc21	1.02	-1.9
33	O=C(NCc1ccc2c(c1)OCO2)c1ccc(NC(=O)C2CCCO2)cc1 (stereo not given)	0.977	2.3
34	CSc1cccc(NC(=O)NCc2cccc(CNC(=O)Nc3cccc(SC)c3)c2)c1	1.62	-61.9
35	COCCn1c(=S)[nH]c2ncccc2c1=O	0.984	1.6
36	CCCN=C1N(C)C[C@@H]2[C@@H]3C(=O)N(Cc4ccccc4)C(=O)[C@@H]3[C@](Cc3ccccc3)(C(=O)OC)N12	1.11	-10.9
37	CC[C@]1(C(=O)OC)[C@H]2C(=O)N(C)C(=O)[C@H]2[C@H]2CN=C(SCC3CC3)N21	1.02	-2.5
38	Cc1ccc(NC2=NC(C(=O)Nc3ccc(C)c(C)c3)CC(=O)N2)cc1 (stereo not given)	0.958	4.2
39	CCOC(=O)C1CCN(S(=O)(=O)c2cc(Br)cc3c2N(C(=O)C2CC2)CC3)CC1	1.01	-0.7
40	Cc1ccc(S(=O)(=O)N2C[C@@H]3[C@H]4CC[C@H](C4)[C@@H]3[C@@H](C)[C@@H]2c2ccn([Si](C(C)C)(C(C)C)C(C)C)c2)cc1	0.986	1.4
41	CC(C)(C)n1nnnc1C(c1ccc(F)cc1)N1CCN(Cc2ccc3c(c2)OCO3)CC1 (stereo not given)	1.02	-1.6
42	CCOC(=O)c1ccc(NC(=O)NCc2ccccc2OC)cc1	1.8	-79.8
43	CC(=O)c1cccc(NC(=O)Nc2cccnc2)c1	1	-0.4
44	CS(=O)(=O)Nc1cccc(C(=O)CC2(O)C(=O)Nc3ccccc32)c1 (stereo not given)	0.929	7.1
45	c1ccc(-c2nc3cc4ccccc4cc3[nH]2)nc1	0.943	5.8
46	COc1ccc(-c2coc(CCC(=O)N3CCN(c4cc(C)ccc4C)CC3)n2)cc1	1.04	-3.6
47	CCCN(/C=N/c1sc2c(c1C#N)CCCCC2)CCC	0.953	4.7
48	Cc1noc(-c2ccccc2)c1NC(=O)Nc1ccc(Cl)cc1	1.7	-70.2
49	COc1ccc(CN(C2CC2)S(=O)(=O)c2ccccc2Br)cc1	0.995	0.5
50	CCCCn1c(SCC(=O)N2CCOCC2)nnc1-c1ccoc1C	0.916	8.4
51	O=C(C[C@H]1C[C@H](C(=O)N2CCCCC2)[C@@]2(CCc3ccccc3)c3[nH]c4cc(-c5ccco5)ccc4c3CCN2C1=O)NCCC1=CCCCC1	1.28	-28.1
52	CCC(CC)C(=O)NCCc1ccc(OC)c(OC)c1	1.05	-4.7
53	Cc1cccc(OCc2nnc(SCc3nc4cc(C(F)(F)F)ccc4c(=O)[nH]3)o2)c1	0.93	7.0
54	CN(c1ccc(C(=O)NCc2ccco2)cc1)S(C)(=O)=O	1.03	-3.5
55	CCn1c(SCc2ccc(F)cc2)nnc1C1CCN(S(=O)(=O)c2ccc(OC)cc2)CC1	0.964	3.6
56	CC(C)(C)CC(=O)Nc1ccc(Nc2ccccc2)cc1	0.951	4.9
57	COC(=O)CC(NS(=O)(=O)c1cccs1)c1ccccc1Cl (stereo not given)	1.01	-0.7
58	Cc1nc(SCN2C(=O)c3ccccc3C2=O)n[nH]1	0.945	5.6
59	CCCCC(=O)C1=C(N2CCCC2)CC(C)(C)CC1=O	0.95	5.0
60	Cc1cccnc1NC(=O)C1CCN(S(=O)(=O)c2cccs2)CC1	0.94	6.0
61	COc1cccc(-c2csc(N3CCN(C(=O)Nc4ccc(F)cc4)CC3)n2)c1	1.33	-32.7
62	C=CCNc1nc(Nc2ccc(OC)cc2OC)nc(OCC)n1	0.938	6.2
63	O=C1[C@@H]2C(Cc3ccc(O)cc3)NC3(C(=O)Nc4ccc(F)cc43)[C@@H]2C(=O)N1c1ccccc1 (stereo not given in full)	0.899	10.2
64	COc1ccc(S(=O)(=O)N(C)C[C@H]2Oc3ccc(NC(=O)Nc4ccc5c(c4)OCO5)cc3C(=O)N([C@H](C)CO)C[C@@H]2C)cc1	1.86	-86.1
65	CC(C)c1ccc(C(C)NC(=S)NC2CCCCC2)cc1 (stereo not given)	1.16	-15.6
66	O=C(Nc1ccc(Cl)cc1)N1CCC(c2nc(-c3ccccc3Cl)no2)CC1	1.1	-9.8
67	Cc1ccc(NC(=O)c2ncn(CC(=O)NCc3ccc4[nH]ccc4c3)n2)cc1C	1.15	-14.5
68	O=C1c2ccccc2C(=O)N1c1cccnc1	1.05	-4.5
69	CC(C)N1C(=O)C2C(C(=O)NC3CCCCC3)C3C=CC2(O3)C1C(=O)NC1CCCCC1 (stereo not given)	0.969	3.1
70	COc1ccc(Br)cc1C(=O)Nc1ccc(N2CCN(S(C)(=O)=O)CC2)cc1	1.02	-2.1
71	COC(=O)CN1C(=O)N(c2ccccc2)C(N(O)C(=O)Nc2ccccc2)C1(C)C (stereo not given)	1.03	-3.3
72	CCOc1ccc(NC(=O)CSc2nc3cccnc3n2CCOC)cc1	0.972	2.9
73	Nc1cc(=O)nc(SCC(=O)Nc2cccc3ccccc23)n1CCc1ccccc1	0.899	10.1
74	COc1ccc(CCNC(=O)Cc2nn(C)c(=O)c3ccccc23)cc1OC	0.885	11.4
75	COC(=O)Cn1c(C)c(C#N)c2ccccc21	0.929	7.0

# Other results:
No.	Compound	IAP activation Fold change	IAP activation
76	Cc1ccc(S(=O)(=O)N2CCCN(S(=O)(=O)c3ccccc3Br)CC2)cc1	0.946	5.4
77	CCOc1cc(/C=N\NC(=O)c2ccc(NC(=O)CC)cc2)ccc1OC(=O)c1ccccc1	1.02	-1.9
78	Oc1ccc(CNc2ccccc2O)cc1	0.588	41.2
79	O=C(NCC1CCN(Cc2cccc(Cl)c2)CC1)Nc1ccc(Cl)cc1	1.9	-89.5
80	O=C(CN1CC(=O)Oc2ccccc21)OCC(=O)c1ccc(Br)cc1	1	-0.1
81	O=C(CSc1nc2ccccc2[nH]1)c1cccs1	0.954	4.7
82	COc1ccc(C2C=C(c3ccccc3)Nc3nc(NC(C)=O)nn32)cc1 (stereo not given)	0.948	5.2
83	CC[C@H](C)Cc1cn([C@@H](CCCCNC(=O)OC(C)(C)C)C(=O)NCCCCCCCCCCC(=O)N2CCN(C(=O)OC(C)(C)C)CC2)nn1	1.57	-56.9
84	CC(C)(O)C#Cc1ccc(CNC[C@H]2O[C@@H](n3cnc4c(N)ncnc43)[C@H](O)[C@@H]2O)s1	1.04	-4.1
85	Cc1cc(C)n(CCCN2CCC(C(=O)Nc3cccc(-c4cccc(F)c4)c3)CC2)n1	3.01*	-201.5*
86	Nc1nnc(CC(=O)N2CCCCC2)s1	1.08	-7.8
87	CCc1ccc(NC(=O)Nc2cccc(OC)c2)cc1	1.62	-62.5
88	CCOC(=O)/C(N=Nc1c(Br)cc(Br)cc1Br)=C(\C)O	0.972	2.8
89	Fc1ccccc1Cn1nnc2c(NCc3ccccn3)ncnc21	0.966	3.3
90	Cc1nc(-c2cn[nH]c2)c2cc(C)oc2n1	0.938	6.2
91	COc1ccc2[nH]c3c(c2c1)CCN1C(=O)C(CC(=O)NCc2cccc(C(F)(F)F)c2)C[C@H](C(=O)N2CCOCC2)[C@@]31C (stereo not given in full)	1.08	-8.4
92	O=C(c1cc(-c2cccs2)on1)N1CCN(C(c2ccccc2)c2ccccc2)CC1	0.971	3.0
93	O=C(NN1C(=O)/C(=C\c2ccc(O)c([N+](=O)[O-])c2)SC1=S)c1ccccc1Cl	0.512	48.8
94	CC(C)c1ccc(NC(=O)C2C3C=CC4(CN(CCCN5CCOCC5)C(=O)C24)O3)cc1 (stereo not given)	0.919	8.1
95	COc1ccc(NC(=O)CCNS(=O)(=O)c2ccc3[nH]c(=O)oc3c2)cc1Cl	0.353	64.7
96	CC1=C(C#N)C(=O)NC(=O)/C1=C/c1ccc(-c2ccc(S(N)(=O)=O)cc2)o1	0.3	70.0
97	COc1ccc(/C(O)=C2/C(=O)C(=O)N(CCN(C)C)C2c2ccc(F)cc2)cc1Cl (stereo not given)	0.988	1.2
98	CCOC(=O)C1Cc2c([nH]c3ccccc23)CN1 (stereo not given)	0.97	3.0
99	Cc1nc2sc(C(c3ccc(Cl)cc3)N3CCOCC3)c(O)n2n1 (stereo not given)	0.961	3.9
100	Cc1cc(C)nc(SCCC(=O)N(C)C)n1	0.968	3.2
101	O=C(CNC(=O)c1ccco1)NCC(=O)OC(C(=O)c1ccccc1)c1ccc(Cl)cc1 (stereo not given)	0.908	9.2
102	COC(=O)c1cn(NC(=O)c2ccc3c(c2)OCO3)c(=O)c2ccccc12	1.01	-1.4
103	CNC(=O)C1CC(=O)N/C(=N/N=C(\C)c2cccs2)S1 (stereo not given)	0.97	3.0
104	COCCNC(=O)c1cc(Br)ccc1Cl	0.916	8.4
105	COC(=O)c1[nH]c2ccc(C)cc2c1NS(=O)(=O)c1ccc(F)c(C)c1	1.11	-10.6
106	CC1=Nc2ccccc2/C1=C\c1nc(-c2ccccc2)oc1O	0.859	14.1
107	CCNc1nc(Cl)nc(NCc2ccccc2)n1	0.964	3.5
108	O=C1C(Cl)=C(NCC2CCCO2)C(=O)N1C1CCCCC1 (stereo not given)	1.03	-3.0
109	COc1ccccc1CNC(=O)CCCOc1cc(=O)n(C)c2ccccc12	0.997	0.3
110	CCCn1c(Sc2nnnn2-c2ccccc2)n[nH]c1=O	1.08	-8.1
111	COC(=O)[C@@]1(C)[C@H]2C(=O)N(Cc3ccccc3)C(=O)[C@H]2[C@H]2CN=C(SCc3ccc(Cl)cc3)N21	0.957	4.3
112	CCOc1ccc(NS(=O)(=O)c2ccc3[nH]cc(C(=O)NCCOC)c(=O)c3c2)cc1	1.11	-10.8
113	Cc1ccc(C)c(-n2c(N)c(C(N)=O)sc2=S)c1	0.932	6.8
114	CC(C)(C)n1nnnc1C(c1cccs1)N(Cc1cccnc1)Cc1ccccc1Cl (stereo not given)	0.899	10.1
115	CCCCN(CC)C(=O)c1cc2cc3ccc(OC)cc3nc2o1	0.932	6.8
116	Cc1ccc(Cl)c2c1=NC(=O)C=2c1[nH]c(=S)[nH]c1O	0.478	52.2
